UDG counter: Primary qHTS assay for inhibitors of Activation Induced Cytidine Deaminase (AID): UDG Counterscreen signal; Uracil-DNA glycosylase; FRET deamination/UDG coupled assay, UDG read, 4 h; Potency, µM (doses to about 115 µM), for the others: top-dose activity change, negative = inhibition, most hits filed as inhibitors; 91,000 tested, 0.14% active; AID 1347430, 2020; further: nearly all actives have a fitted effect of over 65% in size
AID inh: Primary qHTS assay for inhibitors of Activation Induced Cytidine Deaminase (AID): AID signal. 91,000 tested, 0.32% active. Potency, µM (doses to about 115 µM), inactives show top-dose activity change, negative = inhibition, most hits filed as inhibitors. AID deamination FRET fluorescence, UDG-coupled, 4 h. Single-stranded DNA cytosine deaminase (Homo sapiens), Q9GZX7; further: nearly all actives have a fitted effect of over 25% in size
Target sequence (Q9GZX7 whole entry, looked up): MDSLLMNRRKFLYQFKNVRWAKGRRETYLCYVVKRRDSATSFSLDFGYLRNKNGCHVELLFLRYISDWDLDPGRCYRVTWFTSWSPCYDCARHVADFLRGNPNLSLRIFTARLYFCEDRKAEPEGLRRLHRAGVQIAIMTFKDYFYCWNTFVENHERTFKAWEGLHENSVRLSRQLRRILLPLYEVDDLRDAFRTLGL
Active calls of the source: *; ? = inconclusive; & = joins results of further samples; [ ] = dose if it differs, or a comment. The call rests on the fitted dose curve; in most records, active means well fitted curve in the direction sought with a large enough effect; inconclusive means small, poorly fitted or top-dose-only effect, or another doubt; inactive means no such curve, though single readings can be large; an effect the other way counts as inactive or inconclusive. On the % scale 0 is the no-effect control and ±100 the full control effect; potency means the concentration at half of the fitted maximal effect. Some of the compounds tested; rates above refer to the full screens.

A first look, 2 compounds:
SMILES	UDG counter	AID inh
CCS(=O)(=O)Nc1ccc(N(C)CCCc2c(C)nn(C)c2C)c(C(=O)O)c1	1%	7%
CC1(C(=O)NC2CCCCC2)Cc2ccccc2C(=O)N1Cc1ccc(Cl)cc1 (stereo not drawn)	0%	2%

The listing, repeating the preview:
SMILES	UDG counter	AID inh
CCS(=O)(=O)Nc1ccc(N(C)CCCc2c(C)nn(C)c2C)c(C(=O)O)c1	1%	7%
CC1(C(=O)NC2CCCCC2)Cc2ccccc2C(=O)N1Cc1ccc(Cl)cc1 (stereo not drawn)	0%	2%
CCOC(=O)c1ccc(-n2c(CCC(=O)O)ccc2-c2ccccc2)cc1O	12%	-12%
Cc1ccc(C2=NN(CC(=O)NCCN(CC(C)C)CC(C)C)C(=O)CC2)cc1	-20%	?
C=CCN(CC(=O)OC)Cc1cccs1	7%	-2%
CCOC(=O)c1cc(-c2ccccc2)n(CCCC(=O)Nc2cccc(Cl)c2C)c1C	5%	-1%
Cc1nc2cc(NC(=O)COc3cccc(C)c3C)ccc2o1	-7%	3%
O=C(CN(c1ccc(Cl)c(C(F)(F)F)c1)S(=O)(=O)c1ccccc1)Nc1cccnc1	-20%	?
O=C(COC(=O)c1nc(-c2ccccc2)n(-c2ccccc2)n1)Nc1ccc(Cl)cc1	-6%	-18%
CCN1CCN(c2ncc3c(n2)CCN(Cc2sccc2C)C3)CC1	10%	76%[activator]
O=C(COc1ccc2c(=O)c(-c3ccccc3)coc2c1)OC1CCCCC1	-6%	10%
Cc1ccccc1NC(=O)Cn1c(=O)n(CCC(=O)N2CCc3ccccc3C2)c(=O)c2ccccc21	3%	23%
CCCCOc1ccc(C2C(=O)N(C3CCCCC3)CC(=O)N2CCCC)cc1 (stereo not drawn)	-3%	9%
Cc1ccc(NC(=O)CSc2nc3n[nH]c(C)c3c(=N)n2-c2ccccc2C)cc1C	3%	6%
COC(=O)c1ccccc1NC(=O)c1cccc(N2CCCN(Cc3ccc(Cl)cc3)C2=O)c1	8%	-14%
COc1ccc(CNC(=O)CCCN2C(=O)CSc3c2c(C)nn3-c2ccccc2)cc1	-9%	-24%
O=C(Cc1c[nH]c2ccccc12)N1CCN(C(=O)c2ccccc2)CC1	-5%	-8%
CCCCOCc1cc(CN2CCN(c3cccc(Cl)c3)CC2)c(O)c2ncccc12	-17%	?
CCOC(=O)c1ccc(Oc2coc3cc(OC(=O)N4CCOCC4)ccc3c2=O)cc1	5%	8%
COc1ccc(-c2cc(C(=O)Nc3cc(C(F)(F)F)ccc3Cl)no2)cc1	0%	4%
Cc1ccc(-n2c(SCC(=O)NC(=O)NCC(C)C)nnc2N2CCCCC2)cc1	2%	-3%
CC1CCN(C(=O)COc2ccccc2-c2noc(-c3ccccc3F)n2)CC1	3%	-18%
O=C(NCc1n[nH]c(=O)c2ccccc12)c1ccc(Cl)cc1	9%	-7%
COc1cc(NC(=O)Cn2nnc(-c3ccc(C(F)(F)F)cc3)n2)c(C(=O)O)cc1OC	1%	-8%
CC(NS(=O)(=O)c1ccc(F)cc1)C(=O)Nc1ccccc1 (stereo not drawn)	16%	-5%
COc1cc(OC)c(NC(=O)c2nn(-c3ccc(C)cc3)c(=O)c3c2c2ccccc2n3C)cc1Cl	15%	5%
O=C(NCCc1ccco1)c1ccc(CN2C(=O)CSc3ncccc32)cc1	10%	-8%
CCN(Cc1ccccc1)C(=O)c1c(C)oc2ncn(C)c(=O)c12	15%	15%
O=C(O)c1cccc(I)c1	4%	-2%
COc1cc(C#N)cc(Cl)c1O	-3%	0%

Single records, as listed above.
`CC1CCN(C(=O)COc2ccccc2-c2noc(-c3ccccc3F)n2)CC1` is listed as UDG counter = 3%; AID inh = -18%
`COc1cc(OC)c(NC(=O)c2nn(-c3ccc(C)cc3)c(=O)c3c2c2ccccc2n3C)cc1Cl` is listed as UDG counter = 15%; AID inh = 5%

(more compounds)
SMILES	UDG counter	AID inh
O=C(CCc1ncc(-c2ccc(Cl)cc2Cl)o1)NCC1CCCO1 (stereo not drawn)	-2%	-5%
COc1ccc(NC(=O)Cn2c(=O)n(CCCC(=O)NCc3ccccc3Cl)c(=O)c3ccccc32)c(OC)c1	-3%	3%
COC(=O)Cn1c(SCCOc2ccccc2Cl)nc2ccccc21	30%	-4%
COc1ccc(Cl)cc1NC(=O)Cc1ccc(NC(=O)N2CCCCc3ccccc32)cc1	-8%	1%
COc1ccc(Cl)cc1NC(=O)NCCn1c(=O)oc2ccc(C)cc21	2%	-7%
CCN(CC)S(=O)(=O)c1ccc(C)c(NCc2ccccc2C#N)c1	-6%	-18%
CC(C#N)(NC(=O)COc1ccccc1C(F)(F)F)C1CC1 (stereo not drawn)	-8%	-11%
CCCCSc1nnc2c(n1)OC(c1ccc(Br)s1)Nc1ccccc1-2 (stereo not drawn)	2%[57.5 µM]	6%[57.5 µM]
Cc1ccc(O)c(NC(=O)c2noc3c2CCCC3)c1	16%	6%
CC1=C(C(=O)OC2CCCCCC2)C(c2c(F)cccc2Cl)CC(=O)N1 (stereo not drawn)	-13%	?
O=C(NCc1ccccc1)c1nc(-c2ccc(Cl)cc2)n2c1CCCCC2	-17%	?
CCOC(=O)c1cc(-c2ccccn2)nc2c1c(C)nn2-c1ccc(C)cc1	-3%	1%
CC(C)(C)OC(=O)N1CCC(c2c(C(=O)N3CCOCC3)cnn2-c2cccc(F)c2)CC1	-1%	4%
Cc1ccccc1NC(=O)c1nc(S(C)(=O)=O)ncc1N(Cc1ccco1)Cc1sccc1C	3%	-21%
Cc1ccc2c(c1)-c1c(cnc3cc(-c4ccc(Cl)cc4)nn13)CO2	-4%	-6%
COc1ccc2[nH]cc(C3C(NC(=O)c4ccccc4)=C(C)Nc4ncnn43)c2c1 (stereo not drawn)	-10%	-5%
N#Cc1nc(-c2cccc3ccccc23)oc1NCCN1CCOCC1	?	?
CCCCNS(=O)(=O)c1ccc2nc(-c3cccnc3)cc(C(=O)NCCCOC(C)C)c2c1	13%	17%
CCOc1ccc(OC(C)C(=O)NN)cc1 (stereo not drawn)	-14%	-4%
Cc1ccc(N2C(=O)CS(=O)(=O)C23C(=O)N(C)c2ccccc23)cc1F (stereo not drawn)	4%	26%
COc1ccc(C(=O)N2CCN(C(=O)COc3ccc(Br)cc3)CC2)cc1OC	1%	-9%
CCc1ccc(C(=O)c2cn(CC(=O)Nc3cc(OC)cc(OC)c3)c3ccc(CC)cc3c2=O)cc1	-8%	8%
COc1cc(OC)c(C2=CCN(S(=O)(=O)N3CCOCC3)CC2)c(OC)c1	-4%	-3%
COc1ccc(NC(=O)CSc2nc3ccccc3nc2N2CCC(C)CC2)cc1	-6%&-12%	-9%&-15%
Cc1ccc(CNC(=O)c2c(C)oc3nc(C)nc(N4CCOCC4)c23)cc1	-2%	-2%
O=C(CSC1=NC2(CCCCC2)N=C1c1cccs1)NCc1ccccc1	?	-26%
COc1ccc(NC(=O)COc2ccc(S(=O)(=O)NC3CCCCC3)cc2)cc1OC	25%	10%
Cc1ccccc1C(=O)Nc1nc(-c2nnn(-c3ccc(C(C)C)cc3)c2C)ns1	-5%	19%
COc1cc(/C=C(/C#N)c2ccccn2)ccc1OCc1cccc(C(F)(F)F)c1	-5%	71%[activator]
Cc1ccc(-c2nc(Cn3c(=O)c(C#N)cn(C4CC4)c3=O)co2)c(C)c1	2%	-13%

Three entries drawn at random from those above, as already listed:
SMILES	UDG counter	AID inh
COC(=O)Cn1c(SCCOc2ccccc2Cl)nc2ccccc21	30%	-4%
O=C(NCc1ccccc1)c1nc(-c2ccc(Cl)cc2)n2c1CCCCC2	-17%	?
CC(C)(C)OC(=O)N1CCC(c2c(C(=O)N3CCOCC3)cnn2-c2cccc(F)c2)CC1	-1%	4%

Continued:
SMILES	UDG counter	AID inh
Cc1ccc(CNC(=O)CN2C(=O)C3(SCC(=O)N3c3cc(C)cc(C)c3)c3ccccc32)cc1 (stereo not drawn)	0%	1%
CCCCN(C)CCC(=O)Nc1ccc(F)cc1	-2%	-4%
Fc1ccc(N=Cc2ccc(C=Nc3ccc(F)cc3F)cc2)c(F)c1	0%	15%
Cc1cc(O)c(C(=O)c2cccs2)c(=O)o1	-2%	4%
O=C(CN1C(=O)COc2ccc(S(=O)(=O)N3CCOCC3)cc21)NCc1ccc(F)cc1	0%[57.5 µM]	-7%
CCc1ccc(CNC(=O)c2ccc(-c3nc(CSc4ccc(C)cc4)c(C)o3)cc2)cc1	7%	9%
CCOC(=O)c1cc(-c2ccc(F)cc2)n(CCC(=O)Nc2cc(OC)cc(OC)c2)c1C	38%[activator]	-11%
CC1(C)CC(=O)C2=C(C1)Nc1[nH]n(-c3ccccc3)c(=O)c1C2c1ccc(O)cc1 (stereo not drawn)	0%	3%
CCN(c1ccc(Cl)cc1)S(=O)(=O)c1nnc(NC(=O)C(C)C)s1	0%[57.5 µM]	3%
CCOC(=O)c1ccc(NC(=O)c2c(N3CCCC3=O)c3cc(OC)ccc3n2C)cc1	-11%	40%[activator]
O=C(NC1CCc2ccccc21)c1cc2c(s1)CCCC2 (stereo not drawn)	-11%	-7%
CCOC(=O)c1cc(S(=O)(=O)N(C)c2ccccc2)[nH]n1	-6%	2%
CONC(=O)COC(c1ccccc1)c1ccccc1	-3%	0%
CN(CC(=O)NC(C)(C)C)C(=O)CSc1nnc(-c2cc3c(s2)CCC(C(C)(C)C)C3)n1C (stereo not drawn)	-4%	-17%
Cc1ccc(C)c(SC(C)C(N)=O)c1 (stereo not drawn)	5%	2%
CC(=O)Nc1ccc(N=Cc2ccc(N(C)C)cc2)cc1	-3%	2%
O=C(NCc1ccccc1Cl)c1ccc2c(c1)nnn2C1CCCC1	-13%[57.5 µM]	-21%
Cc1oc2cc(OCC(=O)NCCCOC(C)C)ccc2c(=O)c1-c1ccc(Cl)cc1	?	-22%
CC(C)c1nn2c(=O)cc(COC(=O)c3ccccc3Cl)nc2s1	9%	-25%
CC(=O)c1ccc(NC(=O)C2CC3CCCC(C2)C3=O)cc1 (stereo not drawn)	-4%	-3%
O=C(Nc1ccccc1F)c1cnc(N2CCCCC2)c2ccccc12	?	5%
O=S(=O)(Nc1nc2ccccc2nc1Nc1cccc(C(F)(F)F)c1)c1cccs1	3%	-5%
CCOc1ccccc1NC(=O)CCn1c(-c2ccc(OC)cc2)cc(C(C)=O)c1C	-27%	5%
COc1c(C)cc(S(=O)(=O)Nc2cccc(-c3ccc(N4CCOCC4)nn3)c2)c(C)c1C	?	-5%
COc1cccc(CNC(=O)CCCn2c(=O)c3cccn3c3ccc(F)cc32)c1OC	5%[57.5 µM]	-12%
CCCCCC1CCC(c2ccc(-c3ccc(OCCC)cc3F)nc2)CC1 (stereo not drawn)	4%	2%
Cc1nc(-c2ccc(F)cc2)sc1CCNC(=O)c1ccco1	16%	-5%
Cc1ccc(C(=O)NC(Nc2ccccc2F)C(=O)c2ccccc2)cc1 (stereo not drawn)	-5%	8%
CCOC(=O)c1cc(S(=O)(=O)Nc2ccc(C)cc2Cl)[nH]n1	2%	7%
CCOc1ccccc1CNC(=O)C1CCCN(S(=O)(=O)c2ccc3c(ccn3C)c2)C1 (stereo not drawn)	30%	4%
Cc1ccc(NC(=O)/C=C/c2ccco2)cc1F	-1%	-8%
Cc1ccc(C)c(NC(=O)c2cc(S(=O)(=O)NCc3ccccc3)ccc2F)c1	-6%	17%
CCc1ccc(-n2nc(CO)c(C(=O)NCCCCc3ccccc3)n2)cc1	4%[57.5 µM]	2%
COc1ccc(S(=O)(=O)NCC(c2ccco2)N2CCN(c3ccc(F)cc3)CC2)cc1C (stereo not drawn)	-1%[57.5 µM]	2%
CC1CCCN(C(C)C(=O)Nc2ccc(C#N)cc2)C1 (stereo not drawn)	-6%	0%
O=C(/C=C/c1ccc(Cl)cc1)c1ccc(OC(F)F)cc1OC(F)F	-5%	-20%
Cc1ccc(-c2nc3ccccn3c2Nc2ccc3c(c2)OCCO3)s1	12%	30%
CCc1ccc(-n2c(=O)c3sc4ccccc4c3n(CC(=O)NC3CCCCC3)c2=O)cc1	-10%	5%
O=C(O)CNS(=O)(=O)c1ccc(OC(F)(F)F)cc1	2%	1%
CCOC(=O)c1c(NC(=O)COc2ccc(Br)cc2)sc(C(C)=O)c1C	1%	326%[activator]

Five of the entries above in order of their number in AID inh, smallest number first.
SMILES | AID inh
CCN(CC)S(=O)(=O)c1ccc(C)c(NCc2ccccc2C#N)c1 | -18%
Cc1ccc(-n2c(SCC(=O)NC(=O)NCC(C)C)nnc2N2CCCCC2)cc1 | -3%
Cc1ccc(CNC(=O)CN2C(=O)C3(SCC(=O)N3c3cc(C)cc(C)c3)c3ccccc32)cc1 (stereo not drawn) | 1%
COc1ccc(-c2cc(C(=O)Nc3cc(C(F)(F)F)ccc3Cl)no2)cc1 | 4%
CCc1ccc(CNC(=O)c2ccc(-c3nc(CSc4ccc(C)cc4)c(C)o3)cc2)cc1 | 9%

The results go on.
SMILES	UDG counter	AID inh
COc1cc(/C=C2\Oc3cc(OS(=O)(=O)c4ccccc4)ccc3C2=O)cc(OC)c1OC	1%	-1%
O=C(CCS(=O)(=O)c1cccc2nonc12)Nc1ccc(Br)cc1	2%	1%
CCc1ccccc1NC(=O)CSc1nc2c(oc3ccccc32)c(=O)n1C	8%	-4%
CCc1ccc(OCCCSc2nc(-c3ccc(C(C)(C)C)cc3)nc3cc(=O)[nH]n23)cc1	-22%	79µM*
Cc1c(C(=O)OCCOc2ccccc2)[nH]c2c1C(=O)CC(c1ccccc1Cl)C2 (stereo not drawn)	-11%	-6%
Fc1cccc(CN2CCc3nc(Nc4ccc5c(c4)OCCO5)ncc3C2)c1F	-13%	-17%
CCCCn1c(SCC(=O)NCCCOC)nc2c(sc3ccccc32)c1=O	7%	2%
Cc1ccc2scc(N3CCN(c4cccc(C(F)(F)F)c4)CC3)c(=O)c2c1	5%	5%
Cc1c(C(=O)Nc2c(C)n(C)n(-c3ccccc3)c2=O)oc2ccc(Cl)cc12	3%	-15%

Assay outcomes (PubChem)
